From PubChem
CRFR2-BP antag: antagonists of CRF-binding protein/CRF-R2 receptor complex | HEK293 CRF-R2/CRF-BP, CRF-induced calcium fluorescence | inhibition, % at 11.8 µM | 350,000 compounds, 0.59% hits | AID 588475;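 active = inhibition of the ligand-induced calcium signal above about 50% at the single tested concentration, limit read from the data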
DNA FID counter: fluorescent intercalator displacement, NS3 helicase counter-screen; DNA fluorescent intercalator displacement, fluorescence; inhibition, % at 7.9 µM; 290,000 compounds, 0.17% hits; in the data active = inhibition above about 37%;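 also: 0% = vehicle and 100% = reference compound; higher means more ethidium bromide displaced from hairpin DNA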
MEKK3 PB1 HTS: modulators (inhibitors or enhancers) of MEK5 binding to human MEKK3 PB1 domain; Q99759; bead-based flow cytometry, Alexa488-MEK5 binding to MEKK3; actives lie on both sides; 0 = blocked by unlabeled MEK5, 100 = vehicle; binding response (% of control), % at 10 µM; 290,000 compounds, 1.4% hits; AID 1529;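 active = binding response more than 3 SD above or below the average of its plate-row segment, actives on both sides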;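 also: Alexa488 bead fluorescence after subtracting the streptavidin-only scavenger bead signal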
UBC9 SUMO inh: SUMOylation inhibition; P63279; HTRF SUMOylation assay, SAE1/SAE2 + UBC9, in vitro; inhibition, % at 35 µM; 290,000 compounds, 0.36% hits; AID 2006; in the data active = inhibition above about 50%, passing the limit was not always enough; also: strong numbers were not always called active
Target sequence (P63279 whole entry, looked up): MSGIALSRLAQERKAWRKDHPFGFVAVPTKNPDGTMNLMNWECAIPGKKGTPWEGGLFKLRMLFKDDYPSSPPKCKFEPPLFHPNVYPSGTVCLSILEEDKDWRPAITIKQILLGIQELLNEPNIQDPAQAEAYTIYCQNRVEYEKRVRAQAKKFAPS
MEKK2 mut-MEK5: signal of MEK5 binding to mutant human MEKK2 PB1 domain; 290,000 compounds, 0.35% hits; AID 1530; bead flow cytometry, Alexa488-MEK5 binding to MEKK2 mutant; percent response, % at 10 µM; in the data active = percent response above about 24%, passing the limit was not always enough; also: inactives centre near 1; some results filed as inactive read as strong as hits
NS3 helicase inh: HCV NS3 helicase inhibition; AID 1800; NS3 helicase DNA unwinding, Cy5 molecular beacon fluorescence; inhibition, % at 10.9 µM; 290,000 compounds, 0.56% hits;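 active = inhibition above the mean of all tested compounds plus 3 SD, set per campaign, cut at about 35% in these data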;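 also: 0% = DMSO wells and 100% = thioflavine S control wells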
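System: HCV NS3 helicase fragment; control set: DMSO and thioflavine S; technique: Cy5 fluorescence at 0 and 60 min, beacon hairpin quenching; reagent: beacon DNA duplex substrate plus ATP; replicates: singlicate; schedule: 1 h reaction at 25 °C, ATP-initiated; medium: MOPS buffer pH 6.5 with MgCl2, DTT, Tween20, BSA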
MEKK2 WT-MEK5: raises or lowers MEK5 binding to wildtype human MEKK2 PB1 domain | bead flow cytometry, Alexa488-MEK5 binding to MEKK2 WT; actives lie on both sides | binding response (% of control), % at 10 µM | 290,000 compounds, 1.1% hits; in the data active = binding response below about 67% or above about 130%
GalR3 antag: blocks the human galanin receptor 3; HEK293 GalR3-CNG cAMP membrane potential fluorescence; galR3 body fused to GalR1 C-terminus; 360,000 compounds, 0.44% hits; inhibition, % at 3 µM; AID 651719;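 active = inhibition above the screen-wide average plus 3 SD, cut at about 13% in these data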;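 also: forskolin and galanin both at EC90 stimulate the cells; cAMP rise reported by CNG channel membrane potential dye signal; 0% = forskolin plus galanin with DMSO and 100% = forskolin alone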
Target sequence (O60755 1-299 limits assumed): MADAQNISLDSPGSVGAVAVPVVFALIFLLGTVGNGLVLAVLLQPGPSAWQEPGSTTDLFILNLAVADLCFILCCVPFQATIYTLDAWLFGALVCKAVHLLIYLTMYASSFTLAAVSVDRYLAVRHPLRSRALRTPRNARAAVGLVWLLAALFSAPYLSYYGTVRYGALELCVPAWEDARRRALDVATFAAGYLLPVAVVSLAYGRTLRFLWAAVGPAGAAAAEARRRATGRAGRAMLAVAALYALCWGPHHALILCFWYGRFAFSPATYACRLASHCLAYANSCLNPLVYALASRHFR
CRFBP-R2 agonist: agonists of human CRF-binding protein/CRF-R2 receptor complex | HEK293 CRF-R2/CRF-BP, calcium dye fluorescence (FLIPR); percent of saturating CRF peptide response | AID 588473 | 350,000 compounds, 0.46% hits | activation, % at 13.2 µM;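 active = activation of at least 50%, plus an integration ratio under a set limit after plate pattern correction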;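 also: plate controls were neutral control wells without compound for no effect and CRF at EC100 for full effect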
* = called active by the depositor; . = no result given. These rows are one share of the data. The share of hits here may be higher or lower than overall.

Order of values – CRFR2-BP antag, DNA FID counter, MEKK3 PB1 HTS, UBC9 SUMO inh, MEKK2 mut-MEK5, NS3 helicase inh, MEKK2 WT-MEK5, GalR3 antag, CRFBP-R2 agonist
> O=C(CSc1nc2ccccc2c(=O)n1-c1ccc(F)c(Cl)c1)Nc1cccc(S(=O)(=O)N2CCOCC2)c1
  -24, -10, 97, 12, -2, -27, 97, -2, 7.9
> CCCc1nnc(SCC(=O)Nc2ccc(OC)cc2)o1
  1, -9, 103, -2, -2, 3, 97, -8, -1.4
> CCCOc1ccc(/C(O)=C2/C(=O)C(=O)N(CCCOC)C2c2cccnc2)cc1 (stereo not drawn)
  17, -11, 98, 2, 3, -10, 102, 3, 2.4
> Cn1c(SCC(=O)NNC(=S)Nc2ccccc2)nnc1-c1ccncc1
  ., -8, 104, 5, 6, 4, 101, ., .
> CCOCCCNS(=O)(=O)c1ccc(NC(=O)C2CC(=O)N(c3ccc(C)cc3)C2)cc1 (stereo not drawn)
  17, -26, 98, 17, -3, 12, 99, -3, -1.9
> C/C(=N\NC(=O)COc1ccccc1-c1ccccc1)c1cccnc1
  7, -19, 102, 19, -6, -2, 97, -5, -0.7
> O=C(c1cc2sccc2n1Cc1ccccc1)N1CCCc2ccccc21
  -5, -14, 101, 6, 2, -8, 97, -5, 2.0
> CC(CCc1ccccc1)NC(=O)COC(=O)C1=COCCO1 (stereo not drawn)
  14, -1, 107, 22, 5, -5, 108, 0, -1.8
> O=C(O)c1ccc(NCc2cccs2)cc1
  -5, -1, 104, 7, 1, 1, 101, -10, 0.3
> COC(=O)[C@@]1(Cc2ccc(OC)cc2)[C@H]2c3cc(C(=O)N4CCCC4)n(CCN4CCNC4=O)c3C[C@H]2CN1C(=O)c1ccccc1
  ., -49, 103, 17, -4, 3, 97, ., .
> Cc1c(Cl)cccc1NC(=S)N(Cc1ccco1)C(C)c1ccccn1 (stereo not drawn)
  5, 0, 102, 21, 1, -1, 100, 0, -2.5
> O=C(NCCO)/C(=C\c1cccs1)NC(=O)c1cccs1
  18, 0, 106, -1, 0, -1, 104, 1, -1.0
> COCCN(CCOC)Cc1c(C)[nH]c2c(C)c(C)ccc2c1=O
  0, -2, 81, 28, 11, 1, 108, -3, 1.2
> C=CCn1c(=NC(=O)c2sc3ccccc3c2Cl)sc2cc(S(N)(=O)=O)ccc21
  -17, -11, 101, 34, -2, -8, 97, ., 0.9
> Cc1cccnc1Nc1ncnc(N)c1[N+](=O)[O-]
  13, 0, 100, 1, 1, -5, 97, -4, 2.0
> Cc1ccc(-n2c(=S)[nH]c3sc4c(c3c2=O)CCC4)cc1
  8, 0, 102, -3, -2, -2, 93, 5, 0.1
> Cc1ccc(CNC(=O)c2ccc(CS(=O)(=O)c3ccccc3)o2)cc1
  -2, -25, 102, 5, 5, 3, 103, -7, 0.5
> CC(C)CNS(=O)(=O)c1ccc(CCC(=O)NCCC2=CCCCC2)cc1
  -51, -33, 102, -7, 1, -4, 101, -2, -4.2
> Cc1noc(C)c1C(=O)OCC(=O)c1c[nH]c2ccccc12
  -1, -4, 90, -23, -2, -4, 72, -5, -0.1
> Cc1cc(NC(=O)CSc2nnc(-c3ccc4c(c3)OCCO4)o2)no1
  -5, -11, 103, 0, 3, 0, 105, 1, 2.7
> Cc1cc(C(=O)N/N=C/c2ccco2)n[nH]1
  7, 3, 91, -8, -7, 12, 89, -7, -0.8
> CS(=O)(=O)N1CCC(C(=O)NCc2ccncc2)CC1
  -11, 3, ., 7, ., 2, ., 1, 0.3
> Cc1ccc(/C=N/n2c(-c3ccncc3)n[nH]c2=S)s1
  -3, -7, 88, 9, -11, 7, 92, -2, -1.4
> CCOC(=O)N1N=C(CC)CC1(O)C(F)(F)F (stereo not drawn)
  -5, -1, 109, -4, 9, -5, 103, 0, -0.7
> O=C(N/N=C/c1ccoc1)c1ccccc1
  -3, -16, 102, 9, 7, 12, 103, -2, -0.8
> Cc1ccc(NC(=S)N2CCCCC2)cc1C
  1, -2, 100, 21, -9, -10, 96, -5, -0.8
> Cn1cnnc1SCC(=O)Nc1ccccc1
  0, 6, 100, -2, -6, 4, 100, 0, 0.1
> O=Cc1ccc2c(c1)CCN2Cc1ccccc1
  1, -13, 109, -1, 12, -4, 108, -8, -0.8
> COc1cc(C(C)=O)ccc1OCC(O)CNCC1(N2CCCCC2)CCCCC1 (stereo not drawn)
  22, 12, 100, 1, 1, 7, 100, 6, 0.5
> CCCCOc1ccc(/C=N/NC(=S)Nc2cc(C)ccc2C)cc1
  -29, -5, 98, 9, -3, 5, 96, -3, 1.8
> CCN1C(=O)C2(C(C#N)=C(N)Oc3cc(C)oc(=O)c32)c2ccccc21 (stereo not drawn)
  0, -3, 102, 6, 4, 0, 106, -5, -1.8
> COc1cc([N+](=O)[O-])ccc1NC(=O)CN(C)C
  6, 5, 98, -7, 4, -8, 99, -9, -0.5
> Cc1ccc(S(=O)(=O)NC(=O)COc2ccc([N+](=O)[O-])cc2)cc1
  11, -10, 101, 5, 1, 1, 105, -1, -1.3
> COc1cc(/C=N/NC(=O)CNC(=O)c2ccccc2)ccc1OC(=O)c1cccs1
  -9, -25, 99, 0, 1, -10, 96, -3, -4.3
> CCCCCNCc1cccn1C
  7, 2, 97, 4, -1, 1, 99, -11, -2.0
> Cc1ccccc1C(=O)N1CCC(C(=O)NC2CCCCC2)CC1
  -4, -20, 94, 0, -10, 26, 89, -10, -0.9
> COc1cc(CN2CCN(Cc3ccccc3C(F)(F)F)CC2)cc(OC)c1OC
  9, 23, 100, -18, -4, 3, 102, -10, -0.6
> NC(=O)CN1CCN(CCN2C(=O)c3cccc4cccc(c34)C2=O)CC1
  9, 17, 107, 15, 10, 8, 109, -5, 5.8
> O=C(CCCN1C(=O)/C(=C\c2ccccc2)SC1=S)Nc1ccc(C(=O)O)cc1
  -16, -17, 100, 15, 3, 0, 97, -3, 8.9
> COc1ccc(/C=C2\CCc3ccccc3C2=O)cc1O
  -3, -14, 101, -7, -5, -11, 95, -2, -0.8

Part of the list above in order of length of the SMILES, descending:
Order of values – CRFR2-BP antag, DNA FID counter, MEKK3 PB1 HTS, UBC9 SUMO inh, MEKK2 mut-MEK5, NS3 helicase inh, MEKK2 WT-MEK5, GalR3 antag, CRFBP-R2 agonist
> O=C(CCCN1C(=O)/C(=C\c2ccccc2)SC1=S)Nc1ccc(C(=O)O)cc1
  -16, -17, 100, 15, 3, 0, 97, -3, 8.9
> COc1cc(/C=N/NC(=O)CNC(=O)c2ccccc2)ccc1OC(=O)c1cccs1
  -9, -25, 99, 0, 1, -10, 96, -3, -4.3
> Cc1ccc(S(=O)(=O)NC(=O)COc2ccc([N+](=O)[O-])cc2)cc1
  11, -10, 101, 5, 1, 1, 105, -1, -1.3
> NC(=O)CN1CCN(CCN2C(=O)c3cccc4cccc(c34)C2=O)CC1
  9, 17, 107, 15, 10, 8, 109, -5, 5.8
> COc1cc(C(C)=O)ccc1OCC(O)CNCC1(N2CCCCC2)CCCCC1 (stereo not drawn)
  22, 12, 100, 1, 1, 7, 100, 6, 0.5
> CCCCOc1ccc(/C=N/NC(=S)Nc2cc(C)ccc2C)cc1
  -29, -5, 98, 9, -3, 5, 96, -3, 1.8
> Cc1ccc(/C=N/n2c(-c3ccncc3)n[nH]c2=S)s1
  -3, -7, 88, 9, -11, 7, 92, -2, -1.4
> COc1cc([N+](=O)[O-])ccc1NC(=O)CN(C)C
  6, 5, 98, -7, 4, -8, 99, -9, -0.5
> CS(=O)(=O)N1CCC(C(=O)NCc2ccncc2)CC1
  -11, 3, ., 7, ., 2, ., 1, 0.3
> COc1ccc(/C=C2\CCc3ccccc3C2=O)cc1O
  -3, -14, 101, -7, -5, -11, 95, -2, -0.8
> CCOC(=O)N1N=C(CC)CC1(O)C(F)(F)F (stereo not drawn)
  -5, -1, 109, -4, 9, -5, 103, 0, -0.7
> O=Cc1ccc2c(c1)CCN2Cc1ccccc1
  1, -13, 109, -1, 12, -4, 108, -8, -0.8
> Cc1ccc(NC(=S)N2CCCCC2)cc1C
  1, -2, 100, 21, -9, -10, 96, -5, -0.8
> Cn1cnnc1SCC(=O)Nc1ccccc1
  0, 6, 100, -2, -6, 4, 100, 0, 0.1
> CCCCCNCc1cccn1C
  7, 2, 97, 4, -1, 1, 99, -11, -2.0

Later entries:
Order of values – CRFR2-BP antag, DNA FID counter, MEKK3 PB1 HTS, UBC9 SUMO inh, MEKK2 mut-MEK5, NS3 helicase inh, MEKK2 WT-MEK5, GalR3 antag, CRFBP-R2 agonist
> COC(=O)c1ccc(-c2noc(CN3CCCCC3c3nccn3C)n2)cc1 (stereo not drawn)
  7, -2, 100, 9, 2, 2, 104, -9, -0.9
> Cc1cc(C)c2c(N)c(C(=O)NC3CC3)sc2n1
  24, -7, 107, 18, 9, 3, 108, -6, -0.8
> COc1cccc(-c2nc(SCC(=O)Nc3nc(-c4ccccc4)c(C)s3)[nH]c(=O)c2C#N)c1
  8, 13, 102, ., 0, -9, 101, -4, 10
> Nc1ccc(S(=O)(=O)NC2=NCCCCC2)cc1N
  3, -1, 97, 0, -1, -2, 97, -1, -0.4
> CCC(C)(C)n1nnnc1CN(Cc1ccco1)Cc1cc2cc3c(cc2[nH]c1=O)OCO3
  -41, -8, 101, 33, 2, -1, 99, ., 0.5
> COc1cc(CCC(=O)NCCc2ccc(F)cc2)cc(OC)c1OC
  7, -17, 103, 11, 3, 4, 100, -1, -0.2
> CCN(CC)S(=O)(=O)c1cccc(-c2cn3cc(C)ccc3n2)c1
  5, -18, 98, 34, 4, -2, 100, 4, -2.3
> CC1CCCC(C)N1C(=O)COC(=O)Cc1ccc(Cl)cc1 (stereo not drawn)
  0, -22, 98, 2, -1, 3, 100, -7, -0.7
> CN(C)c1ccc(/C=C2/SC(=O)N(CCN=C3NS(=O)(=O)c4ccccc43)C2=O)cc1
  -7, 1, 105, 22, 13, -2, 107, -2, 34
> COc1cc(/C=N/NC(=O)c2ccc(F)cc2)ccc1OC(=O)c1ccco1
  -6, -16, 90, -8, -3, 0, 88, -6, -3.8
> O=C(NNS(=O)(=O)c1ccc(CCCl)cc1)C(O)(c1ccccc1)c1ccccc1
  -7, -19, 100, -18, 4, -6, 94, 1, -1.4
> CN(C)S(=O)(=O)c1cccc(-c2nnc(SCCNCCO)n2-c2ccc(F)cc2)c1
  15, 25, 71, -2, -10, 4, 85, -9, 4.2
> Cc1ccc(C)c(C2NC(=O)c3ccccc3N2)c1 (stereo not drawn)
  -7, -6, 93, 16, 11, -2, 85, -4, 1.5
> Cc1c(C(=O)N2CCOCC2)oc2ccc(S(=O)(=O)N3CCCCCC3)cc12
  -10, -28, 94, 2, -4, -1, 97, 0, -0.4
> C=CCN(C(=O)c1csnn1)C(C(=O)NC1CCCCC1)c1ccc(F)cc1 (stereo not drawn)
  -6, -34, 105, 10, 14, 4, 106, -10, -0.6
> CC(C)(C)OC(=O)N1CCC(CNC(=O)c2cccs2)CC1
  -9, -13, 101, 11, 0, -6, 102, 2, 0.1
